# EWS-Fli block: inhibitors of EWS/Fli oncoprotein transcriptional activity; 350,000 tested, 0.67% active; inhibition, % at 12.6 µM; AID 651661; A673 NR0B1-luciferase reporter, viability-normalised;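 active = mean inhibition of at least 50% after viability correction, with every replicate also passing that limit; inconclusive = mean reaches 50% but only one of two replicates passes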;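 also: firefly luciferase signal divided by Alamar Blue viability fluorescence both relative to DMSO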
# FN deposition inh: fibronectin deposition inhibition | 350,000 tested, 0.086% active | AH1F fibroblasts, Alexa488-fibronectin deposition fluorescence, overnight | inhibition, % at 12.6 µM;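 active = mean inhibition across replicates of 30% or more, regardless of how many single replicates reach that level; inconclusive = mean under 30% yet at least half of replicates reach 30%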;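 also: positive control wells lacked labelled fibronectin entirely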
#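 Schedule: 1 h cell adhesion before compound, then overnight fibronectin incubation; test system: AH1F fibroblast monolayer depositing Alexa488-labelled fibronectin into matrix; quantity: 10000 AH1F cells per well; probe or stimulus: fluorescent fibronectin at 24 nM final; signal: fluorescence, ex 485 nm, em 525 nm; evaluation: percent inhibition as loss of matrix-bound fibronectin fluorescence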
# miR122 inh: miR-122 inhibition in Huh7 cells; Huh7 miR-122 Renilla luciferase sensor, 48 h; neutral wells = 0, positive control = 100; activation (reporter increase), % at 12.5 µM; 340,000 tested, 0.3% active; AID 602342;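 active = mean replicate activation score at least 90 and every replicate individually at or above 90; inconclusive = only one of the two criteria met; inactive = neither criterion met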;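 also: higher luciferase means less miR-122 activity so hits act as miR-122 inhibitors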
# PAX8 inh HTS: PAX8 transcriptional activity inhibition | inhibition, % at 12.6 µM | RMG-I TPO-luciferase reporter, SteadyGlo, 24 h | 360,000 tested, 1.2% active | AID 652154;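 active = mean replicate inhibition at least 60% with every replicate also reaching 60%; inconclusive = only one of the two criteria is met; inactive = mean below 60% and not all replicates reaching 60%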;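 also: luciferase light reporting Pax8 driven TPO promoter activity; plate controls were median of neutral control wells for no effect and mitoxantrone controls for full effect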
# INS-1E GSIS act: primary screen for activators of insulin secretion dependent on glucose, INS-1E cells, GLuc reporter luminescence | INS-1E GLuc reporter insulin secretion, 2-3 h | activation, % at 16.6 µM | AID 743287 | 370,000 tested, 0.61% active;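 active = lowest replicate activation of at least 40%, so every replicate reaches that level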;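 also: 0% = median of neutral control wells and 100% = median of IBMX positive control wells; some compounds called inactive have numbers as strong as hits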
# DENV2 CPE: inhibitors of DENV2 cytopathic effect. DENV2-infected cells, cytopathic effect rescue, plate reader. CPE inhibition, % at 9.99 µM. 350,000 tested, 1.7% active; in the data active = CPE inhibition above about 20%, passing the limit was not always enough; inconclusive = no clear call, values can overlap the other calls; tested in BHK-21 cells;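 also: 0% = median of neutral control wells and 100% = median of positive control wells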
# F508del corr: correctors of CFTR F508del function in bronchial epithelial cells; CFBE cells, YFP halide quenching; stimulated with forskolin plus potentiator P3; % fluorescence drop versus neutral controls; activity (quench increase), % at 7.58 µM; 350,000 tested, 0.36% active; AID 720511;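 active = mean added fluorescence quench of at least 8% versus neutral control, with both replicates also reaching 8%; inconclusive = only one of the mean or replicate conditions met; inactive = mean below 8% and not both replicates reaching 8%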;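 also: cells transiently co-express mutant CFTR-F508del with the halide-sensitive YFP; corrector assay measuring rescue of mutant channel to the surface after 24 h compound exposure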
# * hit, by the source's call; u = inconclusive; x = no result given; & = joins results of further samples; [ ] = dose if it differs, or a comment.
SMILES,EWS-Fli block,FN deposition inh,miR122 inh,PAX8 inh HTS,INS-1E GSIS act,DENV2 CPE,F508del corr
COc1ccc(NC(=O)Nc2ccc3c(c2)C(=O)N([C@@H](C)CO)C[C@H](C)[C@@H](CN(C)CC2CCCCC2)O3)cc1,2,x,-1[16.7 µM],-8,4,-3,1.5
Cc1oc(CSCCSCc2cc(C(=O)O)c(C)o2)cc1C(=O)O,14,18,-1,0,5,8,-0.3
COc1ccc2c3c(n(C)c2c1)[C@H](CO)NCC31CCN(CC2CC2)CC1,-8,x,x,x,14,9,-2.3
CC(=O)[C@H]1CCC2C3CC=C4C[C@@H](O)CC[C@]4(C)C3CC[C@@]21C (stereo not given in full),3,1,0,-12,x,0,-1.3
CCOC(=O)C(Cc1c[nH]c2ccc([N+](=O)[O-])cc12)(NC(C)=O)C(=O)OCC,-1,-2,x,18,x,-7,4.5
NC(Cc1c[nH]c2ccccc12)C(=O)NCc1ccco1 (stereo not given),-5,1,x,-8,-7,-1,1.5
O=C(Cc1nc(-c2ccc(Br)s2)cs1)NCCN1CCOCC1,x,-2,-3,-5,x,x,x
Cc1nn(-c2ccccc2)c(C)c1C(=O)OCC(=O)N(C)c1ccccc1,-9,0,x,-9,6,-2,0.5
COc1ccccc1S(=O)(=O)N[C@H]1C=C[C@H](CC(=O)N2CCN(C)CC2)O[C@@H]1CO,-7,x,x,0,-6,7,-0.9
COc1ccc([C@H]2C[C@H](O)[C@@H](n3cc(C4CC4)nn3)CN2C(=O)C2CCCCC2)cc1,0,0,2,0,22,-4,-4.9
OC1(c2ccccc2)CCN(Cc2ccccc2)C2CCCCC21 (stereo not given),x,-1,0,-2,-25,x,x
Cc1nn(-c2ccccc2)c(Cl)c1C(=O)OCC(=O)NCCc1ccc(S(N)(=O)=O)cc1,7,0,x,11,-11,-9,-0.1
C[C@@H]1CN([C@H](C)CO)C(=O)c2cc(NS(=O)(=O)c3cccs3)ccc2O[C@@H]1CN(C)Cc1ccc(C(F)(F)F)cc1,16,x,-7[16.7 µM],23,-13,-6,0.1
CCCN(C)C[C@@H]1Oc2cc(-c3ccncc3)ccc2S(=O)(=O)N([C@@H](C)CO)C[C@@H]1C,2,-10,4[16.7 µM],x,14,-4,-1.7
CC=Cc1ccc2n(c1=O)C[C@H]1[C@H](CO)[C@@H](C(=O)NCC3CC3)[C@@H]2N1Cc1ccccc1 (mixture of isomers),5,x,3[16.7 µM],5,-10,-3,-1.5
O=C(C[C@H]1C=C[C@H](NC(=O)c2ccncc2)[C@H](CO)O1)Nc1ccc(-c2ccccc2)cc1,x,x,x,x,0,4,0.2
CC(=O)Nc1cccc(-c2csc(C(C)(NC(C)=O)c3ccccc3)n2)c1 (stereo not given),1,2,3,4,8,1,2.0
CC1(C)CC(c2nc(-c3ccc(Br)cc3)cs2)CCS1 (stereo not given),-4,-1,x,-17,6,7,-0.7
CNC(=S)NCCN1CCOCC1,x,1,x,20,16,x,x
Cc1ccccc1C(=O)Nc1ccc(S(=O)(=O)N2CCCC2)cc1,-7,-2,x,4,-11,5,2.7
CCS(=O)(=O)Nc1ccc2c(c1)C(=O)N(C)[C@H]1CC[C@H](CC(=O)N3CCCCC3)O[C@H]1CO2,1,-5,6[16.7 µM],-6,-2,-5,-3.0
COc1ccc(Br)cc1CN(C)C(C)C(=O)Nc1cc([N+](=O)[O-])ccc1OC (stereo not given),23,-1,-6,39,-4,-5,-0.2
Cc1ccc(S(=O)(=O)N2CCC(=O)N(C(CO)Cc3ccccc3)CC2)cc1 (stereo not given),-9,2,x,-21,34,-4,4.1
N/C(Cc1nc2ccccc2s1)=N\O,-6,-8,x,-12,8,-4,-0.5
CC(=O)Cc1nsc(NC(=O)c2cc(-c3ccccc3Cl)oc2C)n1,-7,-3,-1,-16,4,u,-2.2

# 2 compounds drawn at random from the list so far, as already listed:
SMILES,EWS-Fli block,FN deposition inh,miR122 inh,PAX8 inh HTS,INS-1E GSIS act,DENV2 CPE,F508del corr
N/C(Cc1nc2ccccc2s1)=N\O,-6,-8,x,-12,8,-4,-0.5
OC1(c2ccccc2)CCN(Cc2ccccc2)C2CCCCC21 (stereo not given),x,-1,0,-2,-25,x,x

# Next part.
SMILES,EWS-Fli block,FN deposition inh,miR122 inh,PAX8 inh HTS,INS-1E GSIS act,DENV2 CPE,F508del corr
COCC(=O)N1C[C@@H](C)[C@@H](OC)CN(C)C(=O)c2ccc(NC(=O)C3CCC3)cc2OC[C@@H]1C,1,16,-3[16.7 µM],x,12,-1,-0.9
COc1ccc(S(=O)(=O)Nc2ccc3c(c2)C(=O)N([C@H](C)CO)C[C@@H](C)[C@@H](CN(C)Cc2ccc(C(F)(F)F)cc2)OCCCC[C@@H](C)O3)cc1,18,15,-5[16.7 µM],110*,-16,-4,-0.3
C[C@H]1CN([C@@H](C)CO)C(=O)Cc2cc(NC(=O)Cn3cnnn3)ccc2O[C@H]1CN(C)Cc1ccc(-c2ccccc2)cc1,6,x,-2[16.7 µM],-9,-11,7,0.3
COc1ccc(C(=O)Nc2c(F)c(F)c(F)c(F)c2F)cc1OC,-2,5,x,-42,37,5,-4.6
C[C@H]1CN([C@@H](C)CO)S(=O)(=O)c2ccc(C#CCN(C)C)cc2O[C@H]1CN(C)S(C)(=O)=O,-7,x,0[16.7 µM],x,13,-2,3.8
CCN(CC(=O)Nc1c(F)cccc1F)C(=O)CSc1nc(C)cc(C)n1,x,0,-5,8,25,u,1.6
O=C(c1ccc2c(=O)n(-c3ccccc3)c(=S)[nH]c2c1)N1CCCCC1,12,-4,-6,2,-37,x,-2.0
COc1ccc(Nc2cc3n(c(=O)n2)CCc2cc(OC)c(OC)cc2-3)cc1,-9,5,-16,16,39,3,2.1
O=C(C[C@@H]1C[C@@H]2c3cc(NC(=O)Cc4ccncc4)ccc3O[C@@H]2[C@H](CO)O1)NCc1ccccc1,8,0,3[16.7 µM],27,-1,4,-0.7
COC(=O)C(CCSC)NC(=O)/C=C/c1ccc(OC)cc1 (stereo not given),5,10,4,2,-14,1,0.1
O=C(C[C@@H]1CC[C@H](NC(=O)C2CC2)[C@H](CO)O1)NC1CCC1,-2,-4,7[16.7 µM],0,12,7,-3.6
C=CCN1CCN(C(=O)c2ccc(-c3ccccc3)cc2)CC1,6,-4,x,0,x,8,-0.7
Cc1ccc(S(=O)(=O)N[C@H]2CC[C@@H](CCNC(=O)Nc3ccc(Cl)cc3)O[C@@H]2CO)cc1,-13,x,x,32,3,-1,1.1
CCOc1ccc(Oc2ccc(Cl)cc2NC(=O)CCNC(C)=O)cc1,-6,0,-6,17,-2,3,-2.2
CN(CC(=O)N1CCN(c2ccccc2)CC1)C1CCCc2ccccc21 (stereo not given),14,-1,x,10,-6,7,-2.2
CCC(=O)N1CC(=O)N2[C@H](C1)[C@H](c1ccc(C#Cc3cccc(OC)c3)cc1)[C@@H]2CO,-11,x,x,42,-3,-4,1.9
Cc1occc1C(=O)Nc1ccc(S(N)(=O)=O)cc1,-11,6,x,19,-2,x,-0.1
CSc1ncccc1C(=O)Nc1nc2c(C)cccc2s1,-36,x,x,-36,-4,4,4.4
CC(C)Cc1ccc(C(C)C(=O)Nc2ccccc2O)cc1 (stereo not given),20,-8,x,35,-38,0,0.2
C[C@@H]1CCCCO[C@H](CN(C)C(=O)c2ccncc2)[C@H](C)CN([C@H](C)CO)C(=O)c2cc(NS(C)(=O)=O)ccc2O1,-1,x,1[16.7 µM],x,5,5,-0.9
COc1cc(NC(=O)COC(=O)/C=C/c2ccc(Cl)cc2Cl)cc(OC)c1,x,9,5,-25,0,x,x
O=C1Nc2ccccc2/C1=N/N=C/c1cccc(O)c1,12,0,-6,-3,-8,-6,1.7
C=CCn1c(SCCOc2ccc(OC)cc2)nnc1C(CO)NC(=O)c1ccc(OC)cc1 (stereo not given),12,x,-4,x,2,1,-1.4
COc1ccc(C(=O)Nc2ccc3c(c2)C(=O)N(C)C[C@H](OC)[C@@H](C)CN[C@@H](C)CO3)cc1,-2,1,6[16.7 µM],1,3,u,0.7
C/C(=N\NC(=O)c1ccc(Cl)cc1)c1cccc(NC(=O)C(C)C)c1,x,2,2,2,x,x,x
# Further compounds.
SMILES,EWS-Fli block,FN deposition inh,miR122 inh,PAX8 inh HTS,INS-1E GSIS act,DENV2 CPE,F508del corr
CCC(C)NS(=O)(=O)c1ccc(NC(C)=O)cc1 (stereo not given),7,x,0,x,10,x,-1.6
CCn1ncc(Br)c1C(=O)Nc1c(C)nn(Cc2c(F)c(F)c(F)c(F)c2F)c1C,-1,x,0,5,-1,-6,1.0
COc1cccc(OCc2cc(C(=O)N(C)CCOc3ccc(C)cc3)no2)c1,-78,-10,-1,-155,21,1,0.0
C=CCOC(=O)C1=C[C@@H](c2ccc3c(c2)OCO3)C[C@@H](OCCCCO)O1,-2&-9,0,4,-20&8,-22,7,1.8&6.4
CCOC(=O)c1c(NC(=O)CN2C(=O)NC3(CCCCC3C)C2=O)sc(C)c1C (stereo not given),x,-1,4,16,-25,x,x
Cc1cc(C)c2nc(N3CCCC(C(=O)NC4CCCC4)C3)sc2c1 (stereo not given),x,3,2,-28,4,-3,2.4
Cc1occc1C(=O)Nc1ccccc1NC(=O)c1ccoc1C,x,-8,5,7,x,x,x
COCCn1c(-c2ccc(SC)cc2)nc2c1c(=O)[nH]c(=O)n2CC(C)C,-26,-3,x,22,4,7,0.6
CN(Cc1ccccc1)C(=O)c1ncn2c1C(=O)N(C)CC2,2,-2,1,-5,11,-5,-1.8
CCSc1nnc(NC(=O)CSc2nnc(C)c(=O)n2N)s1,-1,4,x,5,-5,4,-3.0
Cc1ccc(S(=O)(=O)Nc2ccc3ccccc3c2)cc1,10,x,118*,22,-7,10,1.3
O=C(NCCc1ccccc1)[C@@H]1[C@@H](CO)[C@@H]2Cn3c(ccc(-c4ccccc4)c3=O)[C@H]1N2,-20,x,1[16.7 µM],-5,6,1,-4.1
Cc1ccnc(NC(=O)c2sc3cc(Cl)ccc3c2Cl)c1,x,0,x,-61,-4,x,x
Cn1cnc(S(=O)(=O)N2CC[C@@H]3[C@H](CO)Nc4ccc(-c5cccc(F)c5)cc4[C@@H]32)c1,-15,6,5[16.7 µM],5,-4,u,2.0
CCN(CC)C(=O)CN1C(=O)C(=O)c2ccccc21,54*,-4,4,30,-2,0,-0.9
COc1ccccc1NS(=O)(=O)c1cccc2nsnc12,-20,6,x,6,10,2,-1.9
CCOC(=O)c1c(NC(=O)Cc2ccccc2)sc2c1CCN(CC)C2,2,3,5,-5,5,-3,-4.6
COc1cc(/C=C(/C#N)c2ccc(C)cc2)ccc1Oc1ccc([N+](=O)[O-])cn1,17,x,-1,x,-2,3,2.5
CCCCCc1cc(=O)oc2c(C(CCN3CCCC3)c3cc(OC)c(OC)c(OC)c3)c(OC)cc(OC)c12 (stereo not given),18,-12,9,2,x,-3,1.8
COc1cccc(NC(=O)CCSc2ccc(C)cc2)c1,x,1,-3,5,4,x,x
COc1cc(CNc2ccc(CNc3ncn[nH]3)cc2)cc(Cl)c1OCc1ccccc1,x,2,x,11,-21,x,x
CCOC(=O)CSc1nnc(CNC(=O)c2ccc(S(=O)(=O)N3CCOCC3)cc2)n1C,-8,11,x,3,13,0,-0.4
COc1ccccc1-c1cn(CC[C@H]2CC[C@H](NC(=O)C3CCCC3)[C@@H](CO)O2)nn1,x,2,x,-1,-12,19,-3.2
CCC(C)NC(=O)NC(=O)N(C1CCCCC1)S(C)(=O)=O (stereo not given),x,-5,-5,-5,x,x,x
COc1ccc(/C=C2/CCCC(CN(C)C)C2=O)cc1 (stereo not given),5,-2,-3,0,x,-7,-0.2
Cc1cccc(N(CC(=O)NC2CCCCC2)C(=O)c2ccc(C)s2)c1,x,7,-1,x,-13,x,x
CN(C)CCC1CCN(c2cc(C#N)c(C#N)cc2[N+](=O)[O-])CC1,4,8,0,2,-7,-5,-0.3
